Bioassay records (PubChem)
NCI-60 one-dose screen, 48 h, at 10 µM unless noted. Numbers give growth in % (100 = growth as untreated, 0 = no growth, -100 = all killed).
HCC-2998 = HCC-2998 colon cancer | hit rate 4.7% among 79,000
COLO 205 = COLO 205 colon cancer. hit rate 7.3% among 79,000. AID 1794742
SW-620 = SW-620 colon cancer | hit rate 5.2% among 82,000
HT29 = HT29 colon cancer | hit rate 7.4% among 81,000
NCI-H322M = NCI-H322M lung cancer | hit rate 2.7% among 80,000 | AID 1794733
KM12 = KM12 colon cancer cells. hit rate 5% among 82,000. AID 1794800
SNB-75 = SNB-75 CNS cancer | hit rate 5% among 79,000
HCT-15 = HCT-15 colon cancer. hit rate 5.2% among 82,000. AID 1794746
HCT-116 = HCT-116 colon cancer | hit rate 7.3% among 82,000 | AID 1794798
* marks the source's active call; other numbers are inactive results; nt = no result given; & = joins results of further samples; [ ] = another dose, or the depositor's remark. Rule for the calls: active = growth percent below 10; inactive = the rest. Not all compounds are listed; the hit share may differ from the screen's.

1. CCOC(=O)C(Cl)CCl (stereo not drawn)
2. O=C1C=CC2CC1(O)C1CCCCN1O2 (stereo not drawn)
3. Clc1cc(Cl)nc(N2CC2)n1
4. O=C1NC(=S)NC(=O)C1=Cc1ccncc1
5. N[C@@H](CCC(=O)CCl)C(=O)O
6. C/C(=N/N=C(N)N)c1cccnc1
7. Cc1ccccc1-n1c(/C=C\c2ccccn2)nc2ccccc2c1=O
8. O=C1NC(=O)C(=Cc2ccccc2)C(=O)N1
9. COC(=O)C[C@](O)(CCC(C)C)C(=O)O[C@H]1C(OC)=C[C@@]23CCCN2CCc2cc4c(cc2[C@@H]13)OCO4
10. COc1cc(/C=C\c2cc(OC)c(OC)c(OC)c2)cc(N/C=C\C(=O)c2cc(OC)c(OC)c(OC)c2)c1OC
assay / entry | 1 | 2 | 3 | 4 | 5 | 6 | 7 | 8 | 9 | 10
HCC-2998 | 97.7 | 118.9 | 103.7 | 103.6 | 110.9[20 µM] | 99.2 | 38.2 | 116.6&99.6 | -62.4* | 53.6
COLO 205 | 110.7 | 117.5 | 109.3 | 115.5 | 106.3[20 µM] | 113.3 | 94.2 | 108.9&134.5 | -55.4* | 3.1*
SW-620 | 103.2 | 105.3 | 101.7 | 108.7 | 97.9[20 µM] | 101.3 | 68.9 | 105.1&102.9 | -27.9* | 28.2
HT29 | 98.2 | 97.0 | 113.0 | 105.9 | 94.2[20 µM] | 96.7 | 79.7 | 99.0&105.3 | -47.5* | 3.9*
NCI-H322M | 109.3 | 105.1 | 100.2 | nt | 98.1[20 µM] | 92.0 | 44.9 | 104.6&106.2 | -9.3* | 36.8
KM12 | 109.1 | 103.2 | 111.9 | 108.6 | 100.0[20 µM] | 97.1 | 65.4 | 108.2&113.8 | -22.3* | 21.8
SNB-75 | 102.9 | 92.9 | 98.0 | 95.9 | 66.9[20 µM] | 73.6 | 44.9 | 96.5&104.7 | -48.8* | -6.7*
HCT-15 | 92.9 | 106.3 | 100.0 | 98.2 | 93.7[20 µM] | 93.4 | nt | 106.1&98.6 | -29.7* | 19.6
HCT-116 | 103.7 | 95.3 | 104.0 | 107.6 | 103.9[20 µM] | 95.0 | 44.0 | 101.8&94.0 | -20.4* | 17.8

2 entries picked at random from the list so far:
4. O=C1NC(=S)NC(=O)C1=Cc1ccncc1
6. C/C(=N/N=C(N)N)c1cccnc1
assay / entry | 4 | 6
HCC-2998 | 103.6 | 99.2
COLO 205 | 115.5 | 113.3
SW-620 | 108.7 | 101.3
HT29 | 105.9 | 96.7
NCI-H322M | nt | 92.0
KM12 | 108.6 | 97.1
SNB-75 | 95.9 | 73.6
HCT-15 | 98.2 | 93.4
HCT-116 | 107.6 | 95.0

Remaining list, next part.
11. CCCO/N=C/c1cccnc1
12. CN1CCN(c2ccc(Cl)cc2)CC1
13. O=C1CN2CCC1CC2
14. CC(=O)c1ccc(F)cc1
15. CCC(=O)NC1=C(N2CC2C)C(=O)C(NC(=O)CC)=C(N2CC2C)C1=O (stereo not drawn)
16. CCC(C)(c1ccc(O)cc1)c1ccc(O)cc1
assay / entry | 11 | 12 | 13 | 14 | 15 | 16
HCC-2998 | 99.9 | 104.6 | 123.7 | 108.5 | nt | 104.7
COLO 205 | 117.9 | 89.8 | 116.5 | 110.4 | 110.0 | 115.2
SW-620 | 100.9 | 46.5 | 106.0 | 114.3 | 106.9 | 103.2
HT29 | 113.2 | 26.4 | 99.5 | 106.5 | 102.8 | 109.0
NCI-H322M | 102.0 | 94.2 | 99.3 | 116.5 | 130.8 | 95.8
KM12 | 108.8 | 100.1 | 101.9 | nt | 107.7 | 102.0
SNB-75 | 108.8 | 111.1 | 101.8 | 112.5 | 99.6 | 93.0
HCT-15 | 109.9 | 20.1 | 97.0 | 102.9 | 100.4 | 99.7
HCT-116 | 108.2 | 31.4 | 100.0 | 116.7 | 104.0 | 97.8

Filtered by structure, those above with a Cl atom
1. CCOC(=O)C(Cl)CCl (stereo not drawn)
3. Clc1cc(Cl)nc(N2CC2)n1
5. N[C@@H](CCC(=O)CCl)C(=O)O
12. CN1CCN(c2ccc(Cl)cc2)CC1
assay / entry | 1 | 3 | 5 | 12
HCC-2998 | 97.7 | 103.7 | 110.9[20 µM] | 104.6
COLO 205 | 110.7 | 109.3 | 106.3[20 µM] | 89.8
SW-620 | 103.2 | 101.7 | 97.9[20 µM] | 46.5
HT29 | 98.2 | 113.0 | 94.2[20 µM] | 26.4
NCI-H322M | 109.3 | 100.2 | 98.1[20 µM] | 94.2
KM12 | 109.1 | 111.9 | 100.0[20 µM] | 100.1
SNB-75 | 102.9 | 98.0 | 66.9[20 µM] | 111.1
HCT-15 | 92.9 | 100.0 | 93.7[20 µM] | 20.1
HCT-116 | 103.7 | 104.0 | 103.9[20 µM] | 31.4
